# Compound activity as filed in PubChem.
# OPRM1-OPRD1 inv – inverse agonists of MOR-DOR heterodimerization, primary screen, cell-based, luminescence; AID 504357, 2011; cell-based MOR-DOR heterodimer luminescence, inverse agonism; Mu-type opioid receptor (Homo sapiens) + Delta-type opioid receptor (Homo sapiens), …; 340,000 tested, 0.21% active; inhibition, % at 9.3 µM; in the data active = inhibition above about 22%, passing the limit was not always enough;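 also: 0% = cells with DMSO and 100% = wells without cells with DMSO; values of inactives mirror those of a sister screen read the other way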
# Target sequence (P35372 whole entry, looked up): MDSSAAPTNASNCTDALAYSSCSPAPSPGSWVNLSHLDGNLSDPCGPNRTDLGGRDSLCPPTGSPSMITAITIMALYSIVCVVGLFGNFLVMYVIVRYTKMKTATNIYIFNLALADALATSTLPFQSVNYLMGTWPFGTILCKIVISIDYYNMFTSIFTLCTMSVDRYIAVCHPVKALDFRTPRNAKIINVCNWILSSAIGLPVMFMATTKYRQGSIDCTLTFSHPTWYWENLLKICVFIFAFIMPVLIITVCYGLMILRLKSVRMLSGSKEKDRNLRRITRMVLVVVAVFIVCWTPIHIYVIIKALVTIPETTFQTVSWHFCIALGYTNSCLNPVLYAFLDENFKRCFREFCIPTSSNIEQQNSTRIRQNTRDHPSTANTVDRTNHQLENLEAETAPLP
# Target sequence (P41143 whole entry, looked up): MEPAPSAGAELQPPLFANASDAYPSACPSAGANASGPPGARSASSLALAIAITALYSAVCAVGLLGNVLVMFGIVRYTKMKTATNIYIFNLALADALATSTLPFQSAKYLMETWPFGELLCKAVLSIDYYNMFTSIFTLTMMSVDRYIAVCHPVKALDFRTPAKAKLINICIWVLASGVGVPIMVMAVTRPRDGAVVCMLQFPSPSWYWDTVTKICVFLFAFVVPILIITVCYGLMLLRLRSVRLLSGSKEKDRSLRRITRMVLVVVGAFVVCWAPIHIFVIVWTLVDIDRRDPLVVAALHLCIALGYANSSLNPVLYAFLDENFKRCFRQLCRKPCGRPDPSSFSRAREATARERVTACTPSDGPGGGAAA
# Mot1-301 SUMO – yeast Mot1-301 growth rescue at high temperature, primary screen, SUMOylation pathway inhibitor project, S. cerevisiae, ATP luminescence, 38.5C. S. cerevisiae Mot1-301 growth rescue; percent above DMSO median, 100 means doubled. growth rescue, % at 18.8 µM. 320,000 tested, 1% active. AID 2716, 2010;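 active = every valid replicate shows activation above 250% relative to neutral control wells; inactive = the rest, any valid replicate at or below 250%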;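 also: OY570 slx delta 5 strain wells were the positive control but not used for scaling; some compounds called inactive have numbers as strong as hits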
# PKA-R1A act – activators of PKA-R1A holoenzyme, primary screen, biochemical, fluorescence polarization, Cy5-IP20, bovine R1A, mouse PKAc | 340,000 tested, 0.083% active | activation, % at 11.4 µM | PKA-R1A dissociation; scaled: DMSO 0%, 113 µM cGMP 100% | cAMP-dependent protein kinase type I-alpha regulatory subunit (Bos taurus) + …;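 active = percent activation above the mean of all tested compounds plus 3 SD, cut at about 19% in these data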;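 also: higher means more PKAc released from R1A so a rise in polarization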
# MOR-DOR ag – agonists of OPRM1-OPRD1 heterodimerization, primary screen, cell-based, luminescence. Mu-type opioid receptor (Homo sapiens) + Delta-type opioid receptor (Homo sapiens), …. cells. activation, % at 9.3 µM. 340,000 tested, 0.3% active; in the data active = activation above about 18%;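 also: 0% = vehicle-treated cells and 100% = reference agonist; values of inactives mirror those of a sister screen read the other way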
# PKA-R2B act – activators of PKA-R2B holoenzyme, primary screen, biochemical, fluorescence polarization, Cy5-IP20, human | cAMP-dependent protein kinase catalytic subunit beta (Homo sapiens) + cAMP-dependent … | PKA-R2B holoenzyme dissociation; R2B truncated from residue 108, S112A mutant; 0% DMSO only, 100% 113 µM cGMP | activation, % at 11.4 µM | 340,000 tested, 0.079% active;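 active = activation above a cutoff set at the mean over all compounds plus 3 SD, cut at about 18% in these data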;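 also: higher means more holoenzyme dissociation and a rise in polarization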
# PfHsp90 yeast 2 – growth inhibition of PfHsp90-expressing yeast, primary screen, antimalarial PfHsp90 inhibitor project, S. cerevisiae, BacTiter-Glo luminescence, single point, set 2. BacTiter-Glo ATP, 48 h; yeast lacking PDR1 and PDR3 efflux regulators. inhibition, % at 9.4 µM. 310,000 tested, 0.32% active. AID 504621, 2011;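 active = every replicate shows inhibition above about 80%, whatever the replicate mean, limit read from the data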;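 also: 0% = DMSO neutral controls and 100% = 20 µM radicicol positive controls; yeast relying on Plasmodium falciparum Hsp90 in place of its own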
# phage Ecoli inh – growth loss of phage-infected E. coli, primary screen, RecBCD inhibitor project, absorbance, with phage, HTS | inhibition, % at 11.9 µM | AID 651602, 2012 | 360,000 tested, 0.26% active; in the data active = inhibition above about 11%
# Tat export inh – E. coli Tat export inhibitors, primary screen, MC4100, TorA-mCherry reporter, fluorescence, single point; inhibition, % at 10 µM; 340,000 tested, 0.036% active;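 active = mean replicate inhibition at least 50% and at least half of replicates individually reaching 50%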;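 also: exported cargo escapes ClpAP degradation while cytoplasmic cargo is degraded and loses fluorescence; 0% = median of neutral control wells and 100% = median of NaSCN control wells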
# HTR5A inv ag – HTR5A inverse agonists in luminescence cell assay, primary screen, counter-screen for OPRM1-OPRD1 heterodimer inverse agonist project, full-deck HTS. HTR5A cell line, inverse agonism. inhibition, % at 9.3 µM. 340,000 tested, 0.083% active. AID 504634, 2011; in the data active = inhibition mostly above about 23%, no sharp cut-off; inactive = mostly below about 18%;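 also: 0% = cells with DMSO and 100% = no-cell wells with DMSO; some compounds called inactive have numbers as strong as hits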
# Ecoli viability – E. coli V3065 growth inhibition, primary screen, counter-screen for AddAB inhibitor project, absorbance, OD600; 18 h; 330,000 tested, 0.27% active; inhibition, % at 11.9 µM;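 active = inhibition above the campaign's mean inhibition across all tested compounds plus 3 SD, cut at about 9.9% in these data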;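 also: uninfected addAB+ strain grown without phage in ampicillin broth; 0% = DMSO wells and 100% = ciprofloxacin 0.95 µg/ml wells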
# AddAB inh – growth inhibition of E. coli expressing H. pylori AddAB, primary screen, AddAB inhibitor project, absorbance | inhibition, % at 11.9 µM | 330,000 tested, 0.29% active; in the data active = inhibition above about 12%;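 also: 0% = vehicle wells of infected cells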
# Starred values were filed as active, the others as inactive; x = no result given. Not a hit list; any-hit rate near 2.2%.
# Start of the data: the first two entries, ahead of the listing:
SMILES,OPRM1-OPRD1 inv,Mot1-301 SUMO,PKA-R1A act,MOR-DOR ag,PKA-R2B act,PfHsp90 yeast 2,phage Ecoli inh,Tat export inh,HTR5A inv ag,Ecoli viability,AddAB inh
Nc1c(-c2ccccc2)nc(Cl)nc1-c1ccccc1,1.9,-10.8,-14.1,-0.4,4.5,x,2.5,-6.5,-17.9,-2.0,-1.9
Cc1ccc(CN2CC(C(=O)NC(c3nc4ccccc4[nH]3)C(C)C)CC2=O)cc1 (stereo unspecified),6.8,-0.8,4.3,-1.7,-5.5,-5.3,-0.3,-3.2,10.1,-1.3,2.8

# The whole of this part, from the first entry:
SMILES,OPRM1-OPRD1 inv,Mot1-301 SUMO,PKA-R1A act,MOR-DOR ag,PKA-R2B act,PfHsp90 yeast 2,phage Ecoli inh,Tat export inh,HTR5A inv ag,Ecoli viability,AddAB inh
Nc1c(-c2ccccc2)nc(Cl)nc1-c1ccccc1,1.9,-10.8,-14.1,-0.4,4.5,x,2.5,-6.5,-17.9,-2.0,-1.9
Cc1ccc(CN2CC(C(=O)NC(c3nc4ccccc4[nH]3)C(C)C)CC2=O)cc1 (stereo unspecified),6.8,-0.8,4.3,-1.7,-5.5,-5.3,-0.3,-3.2,10.1,-1.3,2.8
Fc1cccc(-c2oncc2-c2nnnn2-c2ccc(Cl)cc2)c1,14.5,-8.7,7.5,-2.4,-0.1,-3.4,1.7,0.1,15.6,-1.2,-1.1
O=C(COC(=O)c1ccc(Br)o1)Nc1nc2c(F)c(F)c(F)cc2s1,-11.6,-32.1,1.8,2.1,5.9,-6.1,3.8,-7.2,-14.2,-2.7,2.6
COc1cc(OC)c(C(=O)Nc2cc(Cl)ccc2-n2cncn2)cc1OC,7.3,24.1,-9.8,-1.1,-15.1,7.4,2.2,9.9,-15.0,-1.0,1.4
Cc1ccc(CNC(=O)N[C@@H](Cc2ccccc2)C(=O)O)cc1,10.7,-7.0,-8.1,-2.0,-13.8,-32.5,3.4,-0.4,-41.4,-0.5,2.7
CCc1cc2c3c(c(=O)oc2cc1OCC(=O)OC)CCCC3,7.6,-0.9,10.2,-1.5,-10.7,-13.1,2.2,-8.9,-2.1,-2.1,3.5
CC1(C)CC(=O)C=C(NCc2cccc(C(F)(F)F)c2)C1,8.1,94.8,13.6,-1.6,12.7,10.1,-3.5,-1.8,-7.9,1.0,2.0
Cc1nnnn1CC(=O)Nc1cccc([N+](=O)[O-])c1,18.1,108.7,0.4,-3.7,-1.3,x,1.1,2.0,9.9,0.8,3.3
O=C(O)c1ccc(NCc2cccnc2)c([N+](=O)[O-])c1,-11.1,6.7,-6.3,2.3,2.2,-11.5,2.3,1.2,18.1,-1.5,0.7
Cc1ccc(OCCSc2nnc(-c3ccncc3)n2C)cc1,4.5,-2.8,-7.3,-0.9,-3.6,22.9,-0.8,-8.4,4.6,0.6,-0.8
CCOC(=O)Cc1csc(NC(=O)Cc2ccc(Br)cc2)n1,0.7,23.4,0.6,-0.1,3.2,-6.1,3.1,-1.5,-7.8,0.5,0.5
Cc1onc(-c2c(Cl)cccc2Cl)c1C(=O)N1CCCCC1,-1.3,179.6,-1.9,0.2,-4.3,-13.0,-0.1,4.9,17.5,1.1,1.8
Cn1c(=O)[nH]c(=O)c2cc(C(=O)c3cc(F)ccc3O)cnc21,21.4,-4.3,-9.0,-4.7,4.5,-36.1,3.4,6.5,10.8,-1.2,1.8
CC(=O)N1CCOCCOCCN(C(C)=O)CCOCCOCC1,-8.8,-0.7,2.9,1.3,3.0,-17.5,4.7,0.6,0.6,-1.5,3.2
COC(=O)c1cn(C)c2ccc(S(=O)(=O)N3CCCC3)cc2c1=O,11.7,-11.6,3.3,-2.0,-2.9,x,3.3,6.9,-24.9,0.3,2.8
O=S(=O)(c1cccs1)N1CCN(CCOc2ccc(Cl)cc2)CC1,-13.1,89.7,-13.5,3.2,-4.1,-0.5,0.5,-1.9,-23.0,-0.5,3.0
CCN1CCN(C(=O)CN(CC)S(=O)(=O)c2ccc3ccccc3c2)CC1,12.3,5.8,1.1,-2.6,-6.0,22.9,4.0,-9.7,-3.7,-0.7,0.5
CCC(=O)Nc1c2c(nn1-c1ccc(OC)cc1)CSC2,7.0,-6.4,3.7,-1.3,5.9,4.9,2.2,-9.9,8.2,-0.1,2.7
C/C(=N\Nc1cc(Cl)nc(C)n1)c1ccccc1,7.3,9.5,-7.5,-1.4,-12.9,x,4.1,3.8,-23.0,0.8,1.1
COc1cccc(Nc2nc3ccccc3n3nnnc23)c1,-21.4,x,0.3,3.7,5.8,-31.1,1.2,-4.4,-21.0,-2.6,1.7
CN1/C(=C/C(=O)COC(=O)CN2C(=O)C3CC=CCC3C2=O)C(C)(C)c2ccccc21 (stereo unspecified),4.0,x,-8.3,-0.8,-10.2,2.4,2.4,-0.6,10.2,x,x
CC1=NN(c2ccc(C)cc2)C(=O)/C1=C\c1ccc(Br)s1,4.0,12.9,-9.1,-0.7,-11.4,-2.9,-0.6,-10.1,-6.8,-4.2,2.5
O=C(N/N=C/C1C(c2ccccc2)C1(Cl)Cl)c1cccc(Cl)c1 (stereo unspecified),-12.2,24.3,-15.7,2.4,-10.5,-18.1,2.8,8.8,15.3,-3.2,-1.7
Cc1cc(SCC(=O)NC2CCCC2)nc2ccccc12,1.9,267.4,11.5,-0.3,11.9,-41.4,-1.7,-0.2,-25.7,1.1,4.3
O=C(Nc1nnc(CSCc2ccc(F)cc2)s1)c1ccc([N+](=O)[O-])cc1,-18.2,-13.6,-3.8,3.5,-15.6,-0.2,-0.5,-8.8,-4.6,-0.9,1.7
Cn1c(CC(=O)Nc2ccc(F)cc2)nnc1SCC(=O)Nc1nncs1,10.8,12.2,8.6,-2.0,2.9,-30.0,2.5,0.9,-15.8,0.8,2.7
Cc1cc(C)c(C)c(S(=O)(=O)NCC(=O)Nc2ccc(F)cc2)c1C,-39.7,90.4,4.3,7.3,-3.8,2.1,0.6,4.8,-13.8,0.6,2.5
COc1ccc(OC)c(C(=O)COC(=O)c2ccc([N+](=O)[O-])o2)c1,-2.8,6.0,-11.0,0.8,-6.5,4.6,1.9,-5.4,-1.7,2.4,1.7
COc1cc(CNCCCN2CCOCC2)c(Br)cc1OCC(=O)Nc1ccccc1C,-6.7,-7.2,-11.0,1.3,-6.1,-3.8,1.8,1.3,12.8,0.4,-0.5
O=C(Nc1cccnc1)c1cc(-c2ccc(Cl)cc2)on1,3.2,-14.0,-7.2,-0.6,-4.9,4.7,-1.1,-0.5,11.0,-1.0,-1.1
COc1ccc(OCCOc2ccc(S(=O)(=O)N3CCCC3)cc2C(N)=O)cc1,6.1,-16.7,2.9,-1.4,0.4,x,-1.1,-6.1,-0.6,1.2,0.3
COc1ccc(S(=O)(=O)N2CCOC2CNC(=O)C(=O)NCc2cccnc2)cc1C (stereo unspecified),6.3,-18.5,-0.9,-1.2,0.8,-21.8,1.7,-8.1,4.6,0.2,-0.4
CC(C)(C)S(=O)(=O)c1cnc2c(S(=O)(=O)c3ccccc3)cnn2c1N,-24.2,111.1,-11.6,5.0,-4.0,x,1.1,22.4,-20.5,1.4,1.9
Cc1cc(=O)n2nc(N3CCCC(C(=O)N4CCN(C)CC4)C3)sc2n1 (stereo unspecified),7.9,4.7,6.4,-1.4,3.9,-14.9,0.1,3.5,-28.5,-0.9,0.1
CCOc1c(Cl)cc(C(=O)Nc2cccc(C(=O)O)c2)cc1Cl,5.7,x,-0.3,-1.1,-15.3,-11.6,3.3,0.6,0.2,1.3,-1.6
CC(C)COc1ccc(C(=O)OCC(=O)NCCC2=CCCCC2)cc1,-11.5,-2.8,0.8,2.4,3.0,-12.7,2.5,4.1,-16.2,-0.6,-0.2
Cc1ccc(NC(=O)C2CCN(S(=O)(=O)c3ccc4c(c3)NC(=O)C(C)S4)CC2)cc1Cl (stereo unspecified),1.1,-15.3,-6.2,-0.2,5.5,-12.8,-1.0,-0.2,-3.3,2.1,3.9
N#CC(CC(=O)c1ccc(Cl)cc1)c1ccccc1 (stereo unspecified),0.8,x,-3.5,-0.2,-6.0,-1.3,3.3,-7.7,-10.8,x,x
COc1ccc(C2CC(=O)C(C=NCCN3CCN(C(=S)Nc4ccccc4)CC3)=C(O)C2)cc1 (stereo unspecified),8.2,99.6,4.9,-1.6,-3.2,-2.4,0.4,20.5,9.9,0.8,1.9
COc1ccc(OCCNS(=O)(=O)c2cccc([N+](=O)[O-])c2)cc1,-10.2,x,-12.1,1.9,4.0,-17.1,3.2,-9.9,8.7,-2.3,-0.5
COc1ccc(Cl)c(S(=O)(=O)N2CCCC2)c1,0.5,-25.0,-8.8,-0.1,-5.8,46.1,2.8,7.5,4.0,-1.6,1.4
Cc1nn(-c2ccccc2)c2nc(N)c(C#N)c(-c3ccc(O)c(O)c3)c12,-4.6,194.9,-4.5,1.0,-9.6,4.2,2.9,4.4,-12.2,0.8,0.2
C#CCn1cc(/C=C2\NC(=O)NC2=O)c2ccccc21,9.8,-6.2,-6.5,-1.7,4.4,-18.2,1.9,12.7,-5.9,-0.5,-0.3
CCOCCc1c(O)nc(SC)[nH]c1=O,9.8,1.0,-1.4,-1.9,-0.8,-7.4,1.4,4.0,3.3,-0.2,-0.7
COc1ccc(C(=O)Nc2cc3c(cc2C#N)OCO3)cc1S(=O)(=O)N1CCN(C)CC1,4.6,8.5,6.4,-0.9,4.1,x,2.0,13.7,-13.3,-2.4,4.8
CC1=CC(C)(C)C(C(=O)O)C(C(=O)O)C1 (stereo unspecified),15.4,55.6,-6.2,-2.6,9.7,x,1.4,-8.2,6.7,-3.8,2.9
COc1ccc(C(=O)NC2CCCCCC2)cc1S(=O)(=O)Nc1ccc(Br)cc1,-3.8,12.6,-4.5,0.8,-0.4,8.0,1.2,-11.4,-39.0,0.9,3.6
COc1cccc(CN(Cc2cccnc2)S(=O)(=O)c2ccc(-n3cnnn3)c(C)c2)c1OC,2.3,46.5,-5.2,-0.4,5.7,x,2.2,-0.4,8.9,-1.2,1.1
COC(=O)c1ccccc1NC(=O)c1ccc(COc2ccc(C)c(C)c2)o1,3.5,13.5,2.6,-0.6,-0.4,-4.8,-0.1,1.0,-7.9,1.9,4.3
Cc1c([N+](=O)[O-])c([N+](=O)[O-])nn1CC(=O)N1CCCCC1,2.7,0.7,-15.5,-0.5,-4.1,-3.5,2.8,-2.2,-4.5,1.2,2.7
